# Source: PubChem
# K1F lysis inhibition: inhibition of K1F phage lysis, E. coli UTI89, bacterial capsule biogenesis inhibitors, alamar blue (AID 488966); inhibition, % at 100 µM; hits with a dose series show IC50 in µM; E. coli UTI89 K1F phage lysis, alamar blue, 2 h; higher % means a stronger effect; hit rate 0.02% among 340,000;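 active = phage lysis inhibition, versus mean bacterial control, above a set limit; inconclusive = no clear call, values can overlap the other calls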;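 also: capsule biogenesis inhibitors block K1F phage lysis so surviving cells raise fluorescence; higher fluorescence means more inhibition of phage lysis; actives were called in the ten point dose series up to 300 µM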
# Rac1 GTP hydrolysis: MgcRacGAP GTPase-activating activity inhibitors, confirmation, biochemical, ADP Hunter fluorescence; AID 624330, 2012; inhibition, % at 30 µM; hits with a dose series show IC50 in µM; hit rate 0.6% among 340,000; Rac GTPase-activating protein 1 (Homo sapiens); MgcRacGAP-stimulated Rac1 GTP hydrolysis, ADP Hunter fluorescence; higher % means a stronger effect; GST-tagged Rac1 F28L mutant substrate;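 active = first-screen hits whose inhibition reached a set limit at any dose in the follow-up dose series; inconclusive = inhibition above the set first-screen limit but never retested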;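 also: fluorescence reports GDP produced by GAP-driven GTP hydrolysis; strong numbers were not always called active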
# NS5 inhibitors: Dengue-2 NS5 methyltransferase inhibitors, primary screen, biochemical, confirmation dose response (AID 588689). Genome polyprotein (Dengue virus type 2 (strain 16681-PDK53)). Dengue-2 NS5 methyltransferase capping enzyme assay, biochemical; higher % means a stronger effect. inhibition, % at 25 µM, or IC50 in µM where a hit was titrated. hit rate 0.3% among 340,000; in the data active = a potency from the dose series; inconclusive = inhibition above about 29% without an active follow-up result
# NS5 inhibitors pilot replicate: further read-out of NS5 inhibitors, marked with its call; inhibition, %; measured here: pilot screen replicate inhibition
# * = called active by the depositor; ? = inconclusive; [ ] = remark or other dose. An excerpt; rates above refer to the full screens.
SMILES,K1F lysis inhibition,Rac1 GTP hydrolysis,NS5 inhibitors,others
COc1ccc(NC(=O)C(OC(=O)Cn2cnc3c2c(=O)n(C)c(=O)n3C)c2ccccc2)cc1Cl (stereo unspecified),4.3%,-2.7%,0.7%,
CC(O)(c1ccccc1)c1ccc2ccccc2n1 (stereo unspecified),-0.9%,-2.3%,-3.2%,
CCOc1cc2[nH]c(=O)n(CC3CCC(C(=O)NCCC(C)C)CC3)c(=O)c2cc1OCC (stereo unspecified),0.0%,11.2%,-7.0%,
CN(C(=O)c1cccc(NC(=O)Cc2ccc(NC(=O)C3CCN(C(=O)C4CCCC4)CC3)cc2)c1)C1CCC1,0.4%,3.3%,-5.2%,
COc1ccccc1C(CNC(=O)C(CCSC)NC(=O)c1ccccc1Cl)N1CCCC1 (stereo unspecified),0.9%[50 µM],-2.4%,-5.9%,
COc1ccc(C(CNC(=O)c2cccc(S(=O)(=O)Nc3ccc(F)cc3)c2)N2CCOCC2)cc1 (stereo unspecified),0.6%[50 µM],6.4%,-0.7%,
O=c1[nH]c2cc(F)ccc2c2ccc(F)cc12,2.6%,1.5%,4.6%,
N#CC1(Nc2ccc3ccccc3c2)CCCC1,-0.8%,0.6%,-3.9%,
CC12CCC(=O)C=C1CCC1C2CCC2(C)C(C(=O)CO)CC(O)C12 (stereo unspecified),0.4%,4.0%,-3.9%,
COc1cccc(C=NNC(=O)C2CC2)c1,1.3%,-3.2%,0.8%,
CC1CC(=O)NC(=O)N1Cc1ccccc1 (stereo unspecified),0.1%,1.6%,0.0%,
CC(O)CN(CC(C)O)c1ccc2c(c1)Cc1cc([N+](=O)[O-])ccc1-2 (stereo unspecified),-1.2%,9.3%,?,
COc1ccccc1C(CNC(=O)c1cccc(S(=O)(=O)N2CCCc3ccccc32)c1)N(C)C (stereo unspecified),1.0%[50 µM],4.3%,3.7%,
N#CC1(Nc2ccc(-c3ccc(NC4(C#N)CCCC4)cc3)cc2)CCCC1,0.9%,10.3µM*,4.2%,
CCN(CC)c1ccc(S(=O)(=O)N2CCOCC2)cc1NC(=O)COC(=O)/C=C/c1ccco1,0.6%[50 µM],4.7%,3.6%,
CCN(CC)CCCNc1nc2ccccc2c2[nH]c3ccc(OC)cc3c12,86.6µM*,31.7µM*,-6.9%,
O=S(=O)(CCNCc1ccccc1)NC1CCCCC1,0.0%,10.1%,-6.5%,
Nc1cc2c(cc1N)-c1ccccc1C2,-3.0%,23µM*,-7.0%,
CC12CCC(C3NC(=S)NN=C31)C2(C)C (stereo unspecified),-1.5%,6.6%,0.8%,
Cc1cc([N+](=O)[O-])ccc1NS(=O)(=O)c1ccccc1,0.5%,0.7%,6.4%,
Cn1c(=O)c2[nH]c(CSCc3ccccc3)nc2n(C)c1=O,2.1%,6.1%,8.9%,
Cc1ccccc1-c1nnc(-c2cccc3ccccc23)o1,1.1%,3.0%,-8.2%,
CC(=O)C1(C)CCC2C3C=C(C)C4=CC(=O)CCC4(C)C3CCC21C (stereo unspecified),0.0%,5.4%,3.1%,
CC(Oc1ccc(F)cc1)C(=O)Nc1cc(S(=O)(=O)N2CCCCC2)ccc1N1CCN(C)CC1 (stereo unspecified),0.7%[50 µM],4.4%,5.1%,
CC(=Nc1ccccc1)C1=C(O)C(CC(C)C)NC1=O (stereo unspecified),-1.5%,0.9%,-7.3%,
Cc1nc(N)nc(N)c1-c1ccc(Cl)c(Cl)c1,-4.0%,-2.6%,-0.8%,
Cc1cc(C)c(O)c(CN(C)Cc2cc(Cl)cc(Cl)c2O)c1,-0.9%,2.2%,-4.8%,
CC1(C)CC(NC(=O)C2CCN(S(=O)(=O)c3ccc(Cl)c(C(F)(F)F)c3)CC2)CC(C)(C)N1,1.6%[50 µM],6.7%,1.5%,
COc1cccc(C=NNC(=O)C(C)SC(C)C(=O)NN=Cc2cccc(OC)c2)c1 (stereo unspecified),14.2%,7.0%,-3.2%,
O=C(O)Cc1cccc(=O)c(O)c1C(=O)O,-3.1%,8.6%,-12.1%,
COC(=O)C1CCC(=O)N1C(c1ccc(OC)cc1)c1cc(OC)c(OC)c(OC)c1 (stereo unspecified),3.4%,0.0%,-6.2%,
NC(=S)NN=Cc1nccc2ccccc12,-3.8%,10.2%,10.0%,
O=C(Cn1cc(COc2cccc([N+](=O)[O-])c2)nn1)c1ccc(O)cc1,0.9%,5.4%,-5.2%,
CN1CCN(c2ccc(S(=O)(=O)N3CCOCC3)cc2NC(=O)COc2ccc(C#N)cc2)CC1,1.2%,1.5%,-0.7%,
COc1cc(C2c3cc(O)c(OC)cc3CC(C(=O)O)C2CO)ccc1O (stereo unspecified),-0.7%,1.6%,2.7%,
COC1=CC(=O)OC(C)(c2ccccc2)C1 (stereo unspecified),-3.0%,-0.4%,-2.3%,
CC(C)c1ccc(C2OCC(C)([N+](=O)[O-])CO2)cc1 (stereo unspecified),2.7%,0.3%,-6.2%,
CC(=O)C12OC(C)(C)OC1CC1C3CCC4=CC(=O)C=CC4(C)C3(F)C(O)CC12C (stereo unspecified),0.2%,3.1%,1.6%,
CN(C)CCN(Cc1ccco1)c1ccccn1,-2.1%,-1.1%,2.4%,
CCCOC(=O)c1ccc(NC(=O)COC(=O)C2CCN(c3ccc(C(F)(F)F)cn3)CC2)cc1,-0.4%,1.4%,-3.6%,
CC1CCN(c2nc3c(c(=O)[nH]c(=O)n3C)n2CCSc2ncccn2)CC1,1.2%,2.1%,-2.1%,
CC1CNC(=S)N(c2ccccc2)C1=O (stereo unspecified),2.1%,4.4%,7.7%,
COc1cc(NC(=O)CCC(=O)N2CCN(S(=O)(=O)c3ccc(C)cc3)CC2)cc(OC)c1,-0.3%[50 µM],6.3%,-2.2%,
C[C@H]1NC(=O)[C@]2(C)[C@@H](c3ccccc3)[C@H]3COc4ccccc4[C@@H]3N2C1=O,-0.1%,6.7%,1.9%,
CCOc1ccc(C(=O)Nc2ccc(N3CCN(C(=O)c4ccco4)CC3)cc2)cc1Br,1.0%[50 µM],2.0%,0.0%,
O=C(Nc1cccc([N+](=O)[O-])c1)NN1CCCCCC1,-1.4%,3.5%,0.8%,
O=[N+]([O-])c1ccc(C=NN2CCCCCC2)cc1,1.5%,0.8%,-8.5%,
CN(C)C(CNC(=O)c1cccc(S(=O)(=O)Nc2ccc(SC(F)F)cc2)c1)c1ccccc1 (stereo unspecified),0.1%[50 µM],14.6%,10.4%,
Cc1cn(CC(=O)NCc2ccccn2)c(=O)[nH]c1=O,0.2%,9.7%,0.0%,
COc1c(C=O)c2c(c(OC)c1OC)-c1ccc(OC)c(=O)cc1C(NC(C)=O)CC2 (stereo unspecified),-1.0%,2.6%,-4.6%,
COC(=O)c1ccc(Cn2ccc(=O)[nH]c2=O)cc1,-0.2%,-1.5%,-9.7%,
Nc1nc(SCc2ccc(Br)cc2)c2ncn(C3OC(CO)C(O)C3O)c2n1 (stereo unspecified),-3.6%,4.8%,-10.9%,
O=C(NCCCl)Nc1ncn[nH]1,0.5%,-6.3%,0.8%,
CCOc1ccc(C(C)NC(=O)C2CCN(S(=O)(=O)c3ccc(OC)cc3)CC2)cc1OCC (stereo unspecified),0.5%[50 µM],-0.9%,-8.4%,
CCCCCCCCNCCS(=O)(=O)NCc1ccccc1,0.1%,9.2%,-3.9%,
COc1cccc(CN(C)CCCn2cnc(C(=O)Nc3ccc(C)c(C)c3)n2)c1,0.1%,3.9%,9.1%,
CC(=NN1CC(=O)NC1=O)c1ccc([N+](=O)[O-])o1,-6.0%,2.2%,13.9%,
O=C(NNC(=O)c1ccc2ccccc2c1)c1cccc(Cl)c1,4.0%,-8.8%,-6.2%,
Cc1c(F)cccc1NS(=O)(=O)c1ccc(N2CCCC2=O)cc1,-0.6%,4.7%,-5.1%,
CCN(C(=O)COC(=O)CCC(=O)c1ccc(C)cc1)c1c(N)n(Cc2ccccc2)c(=O)[nH]c1=O,0.3%[50 µM],6.0%,0.0%,
# The results go on:
SMILES,K1F lysis inhibition,Rac1 GTP hydrolysis,NS5 inhibitors,others
CN(C(=O)c1cccc(NC(=O)Cc2ccc(NC(=O)C3CCCN(C(=O)C4CCC4)C3)cc2)c1)C1CCC1 (stereo unspecified),0.1%,5.7%,-8.9%,NS5 inhibitors pilot replicate=-4.8
O=[N+]([O-])c1ccc(S(=O)Cc2ccccc2)c([N+](=O)[O-])c1 (stereo unspecified),-6.8%,4.1%,-6.2%,
CCCCC(=O)NC(c1ccc(OC)c(OC)c1)c1ccc2cccnc2c1O (stereo unspecified),2.0%,1.9%,-3.1%,
O=[N+]([O-])c1cccc(-c2ccc3nnc(SCc4cccnc4)n3n2)c1,0.1%,5.0%,0.0%,
O=C(Cn1cc(COc2cc(F)cc(F)c2)nn1)c1ccc(O)cc1,0.1%,8.7%,5.3%,NS5 inhibitors pilot replicate=2.4
O=C1C2C3CCC(O3)C2C(=O)N1c1nccs1 (stereo unspecified),-3.0%,0.1%,-8.6%,
NC1=NC(=O)C(c2ccccc2)C(=O)N1 (stereo unspecified),1.6%,8.2%,-7.2%,
O=C(OCC(=O)N(CCc1ccccc1)Cc1ccccc1)c1ccc(F)c(S(=O)(=O)N2CCOCC2)c1,-0.1%[50 µM],5.0%,-7.7%,
N#CC(CCc1ccc([N+](=O)[O-])cc1)(CCc1ccc([N+](=O)[O-])cc1)C(N)=O,1.4%,-1.9%,?,
CC(C)c1nc2oc3c(N4CCN(C)CC4)ncnc3c2c2c1CCC2,-0.3%,4.0%,0.0%,
C/C=C(/CCC1NCCc2c1[nH]c1ccccc21)[Si](C)(C)C (stereo unspecified),-10.7%,-5.7%,-14.7%,
CCOc1ccc(C(=O)NCC(=O)NNC(=O)CN(C)S(=O)(=O)c2ccc(Cl)cc2)cc1OCC,1.1%[50 µM],4.1%,-11.4%,
O=C1NC[C@H](Cc2ccccc2)N(C[C@H]2CCCN2C[C@H](Cc2ccccc2)N2C[C@H](Cc3ccccc3)N(CC3CCCCC3)C(=O)C2=O)C1=O,0.2%,8.6%,-2.6%,
Oc1ccccc1C=NN=Cc1ccccc1Cl,2.9%,-1.6%,-2.3%,
O=[N+]([O-])c1ccc(S(=O)(=O)NN=CCCc2ccccc2)cc1,0.9%,5.9%,8.0%,
O=S(=O)(c1ccccc1)C1CC1(c1ccccc1)c1ccccc1 (stereo unspecified),8.8%,7.0%,0.8%,
CC(C)NC1(C(N)=O)CCNCC1,1.7%,2.7%,-0.4%,
CC(=O)c1ccc(OCC(=O)Nc2cccc(C(=O)Nc3c(C)n(C)n(-c4ccccc4)c3=O)c2)cc1,1.4%[50 µM],6.1%,-5.2%,

# Three consecutive compounds from above, quoted:
SMILES,K1F lysis inhibition,Rac1 GTP hydrolysis,NS5 inhibitors,others
COc1ccc(NC(=O)C(OC(=O)Cn2cnc3c2c(=O)n(C)c(=O)n3C)c2ccccc2)cc1Cl (stereo unspecified),4.3%,-2.7%,0.7%,
CC(O)(c1ccccc1)c1ccc2ccccc2n1 (stereo unspecified),-0.9%,-2.3%,-3.2%,
CCOc1cc2[nH]c(=O)n(CC3CCC(C(=O)NCCC(C)C)CC3)c(=O)c2cc1OCC (stereo unspecified),0.0%,11.2%,-7.0%,

# Filtered by structure: those above with a Cl atom (9)
SMILES,K1F lysis inhibition,Rac1 GTP hydrolysis,NS5 inhibitors,others
COc1ccc(NC(=O)C(OC(=O)Cn2cnc3c2c(=O)n(C)c(=O)n3C)c2ccccc2)cc1Cl (stereo unspecified),4.3%,-2.7%,0.7%,
COc1ccccc1C(CNC(=O)C(CCSC)NC(=O)c1ccccc1Cl)N1CCCC1 (stereo unspecified),0.9%[50 µM],-2.4%,-5.9%,
Cc1nc(N)nc(N)c1-c1ccc(Cl)c(Cl)c1,-4.0%,-2.6%,-0.8%,
Cc1cc(C)c(O)c(CN(C)Cc2cc(Cl)cc(Cl)c2O)c1,-0.9%,2.2%,-4.8%,
CC1(C)CC(NC(=O)C2CCN(S(=O)(=O)c3ccc(Cl)c(C(F)(F)F)c3)CC2)CC(C)(C)N1,1.6%[50 µM],6.7%,1.5%,
O=C(NCCCl)Nc1ncn[nH]1,0.5%,-6.3%,0.8%,
O=C(NNC(=O)c1ccc2ccccc2c1)c1cccc(Cl)c1,4.0%,-8.8%,-6.2%,
CCOc1ccc(C(=O)NCC(=O)NNC(=O)CN(C)S(=O)(=O)c2ccc(Cl)cc2)cc1OCC,1.1%[50 µM],4.1%,-11.4%,
Oc1ccccc1C=NN=Cc1ccccc1Cl,2.9%,-1.6%,-2.3%,
